# Assay outcomes as filed in PubChem BioAssay.
# Lipid storage S3: qHTS Assay for Lipid Storage Modulators in Drosophila S3 Cells; Drosophila S3 cells, BODIPY lipid droplet fluorescence, 18-24 h; cells fed with added oleic acid; Potency in µM for hits, for the others lipid storage change, negative = inhibition, % at the top dose, mostly 46.1 µM; 0.64% of 320,000 active; AID 2685, 2010; active = well fitted inhibition curve with a large enough effect in the signal ratio, with a control signal flat, not every such curve was filed as active; inconclusive = small, poorly fitted or top-dose-only effect, or effect the other way, or a change in a side signal; the % refers to the signal ratio
#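 Laser-scanning cytometry quantifies lipid droplet accumulation (500–530 nm total intensity; droplet/cell object ratio) in oleic acid-fed (400 uM added) Drosophila S3 cells treated with a concentration series. 20 uM Triacsin C defined 100% inhibition.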
# Lipid storage S3 cell count max: also measured in Lipid storage S3; calls as there; cell number change, %; measured here: cell count max response;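 cells counted by Cell Tracker Red CMTPX staining in the red channel; peak over a dose series mostly up to 46.1 µM; percent activity relative to internal control wells on each plate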
# The depositor's hits bear a star; i = inactive; ? = inconclusive; . = no result given; [ ] = remark or other dose. % is set by controls: 0 for no effect and ±100 for the full control effect; potency is the fitted concentration of half-maximal effect. Not all compounds are listed; count on the stated rates, not on these rows.
# Start of the data: the first 6 compounds, ahead of the listing:
SMILES,Lipid storage S3,Lipid storage S3 cell count max
O=c1cc(NCc2ccco2)c2ccccc2o1,i,.
COc1ccc(NC(=O)N2CCCCCC2)cc1OC,?,.
CN1CCC(N(C)C(=O)/C(C#N)=C/c2ccccc2)CC1,8.0%,-1.9
CC1=NS(=O)(=O)c2cc(Cl)ccc2N1,?,.
CN(C)/C=N/c1cnc(C(=O)c2ccc(Cl)cc2)n1C,?,.
NC(=O)COc1ccc2c3c(c(=O)oc2c1)CCCCC3,i,-6.5

# Main list, previewed entries included:
SMILES,Lipid storage S3,Lipid storage S3 cell count max
O=c1cc(NCc2ccco2)c2ccccc2o1,i,.
COc1ccc(NC(=O)N2CCCCCC2)cc1OC,?,.
CN1CCC(N(C)C(=O)/C(C#N)=C/c2ccccc2)CC1,8.0%,-1.9
CC1=NS(=O)(=O)c2cc(Cl)ccc2N1,?,.
CN(C)/C=N/c1cnc(C(=O)c2ccc(Cl)cc2)n1C,?,.
NC(=O)COc1ccc2c3c(c(=O)oc2c1)CCCCC3,i,-6.5
S=C1NCCOCCOCCOCCOCCNC(=S)N2CCOCCOCCN1CCOCC2,-10.3%,-10.0
CS(=O)(=O)N1CCCC(C(=O)N2CCN(c3cccc(Cl)c3)CC2)C1 (stereo not drawn),5.7%,0.1
Cn1cnc([N+](=O)[O-])c1Sc1ncccc1N,i,.
CCN1CCN(C(=O)CCc2nnc(CCc3c[nH]c4ccccc34)o2)[C@@H](C)C1=O,?,.
CCc1c(O)nc(SCC(=O)Nc2nc3ccccc3s2)n(-c2ccccc2)c1=O,15.0%,27.9
COc1cccc(OCc2cc(C(=O)NCc3ccc4c(c3)OCO4)no2)c1,?,.
CC1(C)C(=O)Nc2ccccc2N1C(=O)COC(=O)c1ccc(NC(N)=O)cc1,?,.
CCOc1cccc(C(=O)Nc2ccccc2N2CCN(C(=O)C(C)C)CC2)c1,?,.
Cc1cc(=O)oc(C)c1C(=O)n1nc(C)c2c1C[C@@H]1[C@H]2C1(C)C,?,.
Cc1cc(C)cc(N(CCC#N)C(=O)COC(=O)c2nc3nc(C)cc(C)n3n2)c1,9.2%,20.5
COc1ccc(CCNC(=O)c2ccc3nc(N4CCOCC4)sc3c2)cc1OC,4.5%,-4.8
CCOC1OC(=O)C(Cl)=C1Nc1ccc(C)cc1C (stereo not drawn),7.3%,4.7
CN(C)Cc1nc2c(c(=O)[nH]1)C1(CCCCC1)Cc1ccccc1-2,7.0%,-19.4
CCc1c(C)sc(NC(=O)C2CC2)c1C(=O)OC(C)C,1.3µM*,-47.8*

# Four structures out of the list, sorted by count of non-hydrogen atoms, ascending:
SMILES,Lipid storage S3,Lipid storage S3 cell count max
O=c1cc(NCc2ccco2)c2ccccc2o1,i,.
CCOC1OC(=O)C(Cl)=C1Nc1ccc(C)cc1C (stereo not drawn),7.3%,4.7
CC1(C)C(=O)Nc2ccccc2N1C(=O)COC(=O)c1ccc(NC(N)=O)cc1,?,.
CCc1c(O)nc(SCC(=O)Nc2nc3ccccc3s2)n(-c2ccccc2)c1=O,15.0%,27.9

# (more compounds)
SMILES,Lipid storage S3,Lipid storage S3 cell count max
COC(=O)c1cn(NC(=O)c2ccc([N+](=O)[O-])c(C)c2)c(=O)c2ccccc12,?,.
C=CCOc1c(CNc2cccc(C(=O)O)c2)cccc1OC,?,.
CC(C)c1ccc(NC2CCCN(C(=O)CCc3cnn(C)c3)C2)cc1 (stereo not drawn),?,.
O=C(CSc1ccccc1)Nc1ccc(-c2nc3ccccc3[nH]2)cc1,2.8%,.
Cc1noc(C)c1COc1ccccc1C(=O)NCc1ccco1,-13.7%,-9.8
CSc1ccccc1C(=O)NC1CCCCCC1,?,.
COc1ccccc1-c1noc2ncnc(Nc3cccc(C)c3C)c12,?,.
COc1ccccc1C(=O)C1CCCN(Cc2cn[nH]c2C2CCCCC2)C1 (stereo not drawn),15.3%,4.2
C/C(CC(=O)Nc1ccc2c(c1)OCCO2)=N\NC(=O)COc1ccccc1C,?,.
CCCCNC(=O)C12CCC(C)(C(=O)C1Br)C2(C)C (stereo not drawn),?,.
Cc1cc(NC(=O)CSCC(=O)OCc2nnc(-c3ccccc3)o2)no1,?,.
Cc1ccnc(NC(=O)c2cccc(NC(=O)c3ccccc3C)c2)c1,i,-11.3
COc1ccccc1N1CCN(C(=O)c2ccc(Cn3c(=O)[nH]c4ccsc4c3=O)cc2)CC1,23.3%,.
CSc1ncccc1C(=O)NCCc1ccc(Cl)cc1,i,.
COc1cc(O)c(CCC(=O)c2ccc(OC)c(OC)c2)c(OC)c1,?,.
COc1ccc(CNC(=O)C2CCCN(S(=O)(=O)c3ccccc3)C2)cc1 (stereo not drawn),?,.
CN1CC(=O)N(CC(=O)NCc2ccc3c(c2)OCO3)C1=O,-7.7%,10.4
O=C(c1cc(COc2ccc(F)cc2F)on1)N1CCSCC1,?,.
O=C(/C=C/c1ccccc1[N+](=O)[O-])OC1CCCCC1=O (stereo not drawn),?,.
COc1ccccc1CNC(=O)CCNC(=O)N1CC(=O)Nc2ccccc21,-7.8%,8.5
CC(C(=O)NC1CCCC1)N1CCN(S(=O)(=O)c2ccc(C(C)(C)C)cc2)CC1 (stereo not drawn),?,.
Cc1ccc(NC(=O)C/C(N)=N/O)cc1C,?,.
O=C(N/N=C/c1cccnc1)c1cc(O)c(O)c(O)c1,?,.
CCCOc1ccc(NC(=O)c2c(-c3ccccc3)noc2C)cc1,?,.
CSc1ccccc1NC(=O)Cn1c(-c2cscn2)nc2ccccc21,?,.
O=C1CC(c2ccc(F)cc2)C2=C(CCCC2=O)N1 (stereo not drawn),?,.
CC(C)(C)OC(=O)N1CCC2(CC1)Oc1ccc(F)cc1C(=O)C21CC(c2cccnc2)=NO1 (stereo not drawn),?,.
CC1=C(c2ccc(C)cc2)[N+](=O)C(C)(C)N1[O-],-8.2%,7.5
NC(=O)C(F)(F)C12OC3C4C5CC(C6C5C3C61)C42 (stereo not drawn),?,.
CCOc1ccc(-c2nn3c(-c4ccc(OC)cc4)nnc3s2)cc1,-5.1%,-12.0
Cc1nnc(NC(=O)C(c2ccccc2)c2ccccc2)s1,6.0%,20.6
COc1ccc(CNC(=O)Cn2ccc(NC(=O)OCc3ccccc3)nc2=O)cc1,?,.
COc1ccc(-c2cc(C(F)(F)F)nc(N)n2)cc1,-2.8%[9.22 µM],-1.6
O=C(NC12CC3CC(CC(C3)C1)C2)c1cc(F)c(F)c(F)c1F,?,.
Cc1cccc(NC(=S)NC(=O)c2ccc(-c3ccccc3)cc2)n1,?,.
COc1ccc(C2C(C#N)=C(N)Oc3n[nH]c(C)c32)cc1Cn1nnc2ccccc21 (stereo not drawn),?,.
COc1ccc(CCNC(=O)C(=O)NCC2OCCN2C(=O)c2ccc(Cl)cc2)cc1 (stereo not drawn),-17.9%,22.0
Cc1ccc2nc(NC(=O)C3CCN(C(=O)c4ccc(F)cc4)CC3)sc2c1,?,.
CC(=O)c1cc2c(cc1N/C(=N/S(=O)(=O)c1ccc(C)cc1)c1ccc(Cl)cc1)OCO2,?,.
CSc1nnc(C)c(=O)n1COC(=O)/C=C/c1ccc2c(c1)OCO2,13.9%,-11.7
O=C(COC(=O)Cc1n[nH]c(=O)c2ccccc12)Nc1c(Cl)cccc1C(F)(F)F,25.0%,.
Brc1ccc(-c2ccc(/C=N/Nc3nncc(-c4ccccc4)n3)o2)cc1,?,.
COCc1nnc(NC(=O)c2ccc(NC(=O)C(C)C)cc2)s1,-1.7%,-3.6
CC(C)(C)C(=O)N1CCN(c2ccc([N+](=O)[O-])c(NCc3cccnc3)c2)CC1,?,.
Cc1ccc(CS(=O)(=O)Cc2ccc(C(=O)NC3CC3)o2)cc1,-4.1%,-15.4
CNC(=S)N1CCN(c2nc3ccccc3s2)CC1,-6.6%[9.22 µM],1.6
O=C(O)c1cc(N/N=C/c2cccnc2)ccc1Cl,-2.2%,24.8
C/C(=N\NC(=O)c1cc(Cl)ccc1O)c1ccc(Br)s1,-3.3%,16.8
Cc1cc(=O)nc2c3ccccc3n(C(C)C(=O)Nc3c(F)c(F)c(F)c(F)c3F)n12 (stereo not drawn),?,.
CCOC(=O)CSc1nc(N2CCOCC2)c2c(c1C#N)CC(C(C)C)OC2 (stereo not drawn),?,.
CC(=O)Nc1ccc(S(=O)(=O)Oc2ccccc2N2CCCCC2)cc1,?,.
COC(=O)C(COC(=O)c1c(F)cccc1F)NC(=O)c1c(F)cccc1F (stereo not drawn),0.0%,.
Cc1cnc(NC(=O)Cc2ccccc2Cl)s1,i,15.0
CCN(CC)CCn1c(=N)n(CC(=O)c2ccc(Br)s2)c2ccccc21,-7.0%,10.7
O=C(Nc1ccc(C2CCCCC2)cc1)C1CCN(c2ncccn2)CC1,9.9%,-8.7
CCCCNCCCOc1cc(Cl)ccc1Cl,i,22.4
O=C(O)CSc1ncnc2sc3c(c12)CCC3,3.0%,-2.1
O=C(CN1C(=O)COc2ccc(Cl)cc21)NC1CC1,11.7%,12.1
O=C(CN1C(=O)c2ccc([N+](=O)[O-])cc2C1=O)Nc1cc(S(=O)(=O)N2CCOCC2)ccc1Cl,?,.
CC1(C)CC(=O)C(C=Nc2ccc(O)c(N=CC3=C(O)CC(C)(C)CC3=O)c2)=C(O)C1,-27.8%,-6.3
# Remaining list, next part
SMILES,Lipid storage S3,Lipid storage S3 cell count max
O=C(COC(=O)c1ccc2c(c1)C(=O)N(Cc1ccncc1)C2=O)Nc1cccc2ccccc12,?,.
CC1(C)CC(=O)N(c2ccc(C#N)cc2)C(=O)C1,2.4%,-0.5
Cc1cccc(CN(CC(=O)N/N=C/c2ccco2)S(=O)(=O)c2ccc(Cl)cc2)c1,?,.
O=C(CSCc1ccc(Cl)cc1Cl)Nc1ccc(O)cc1C(=O)O,?,.
COCC(=O)Nc1ccc2c(c1)OCC(=O)N2Cc1ccccc1F,?,.
C=CCn1c(SCC(=O)N2CC(=O)Nc3ccccc32)nc2scc(-c3cccs3)c2c1=O,?,.
CC1(C)C=C(c2ccc(C(=O)O)s2)CC(C)(C)N1,-0.1%,.
COc1ccc2cc(CN(CC3CCCO3)C(=O)Nc3ccccc3)c(=O)[nH]c2c1 (stereo not drawn),-2.7%,-11.1
O=c1[nH]c2ccccc2nc1NCCN1CCOCC1,?,.
Cc1cc(-c2nc3c4c5c(sc4[nH]c(=O)n3n2)CCC5)c(C)o1,i,.
Cc1ccc([N+](=O)[O-])cc1NC(=S)NC(=O)CC(C)(C)C,?,.
Cc1cccc(Nc2nc(N)nc(CCl)n2)c1C,10.6%,0.1
O=C(Cn1cc([N+](=O)[O-])cn1)N1CCc2ccccc2C1,20.9%,-11.8
CSc1sc(-c2ccnc(=S)[nH]2)c(-c2ccccc2)c1C#N,7.4%,21.7
COCCN1C(=O)c2cc(C(=O)Nc3cccc(F)c3)ccc2C1Nc1cccc(F)c1 (stereo not drawn),-2.0%,-13.6
O=C(c1ccccn1)c1ccc2ccccc2n1,2.1%,28.1
Cc1ccc(-c2csc(NC(=O)CN3C(=O)CCC3=O)n2)cc1,?,.
CCN(C(=S)Nc1cccc(C)c1)c1ccccc1,2.6%,0.9
Cc1nn(C)c(C(=O)NNC(=S)Nc2ccc(F)cc2)c1[N+](=O)[O-],?,.
CCN(CC)S(=O)(=O)c1ccc(-c2nnc(SCc3nnc(-c4ccc(C)cc4)o3)o2)cc1,16.0%,-16.3
Cc1ccc(C)c(NS(=O)(=O)c2ccc3c(c2)Cc2cc(S(=O)(=O)Nc4cc(C)ccc4C)ccc2-3)c1,?,.
Cc1cc(NC(=O)CSc2nc(C(C)C)nc3sc4c(c23)CCC(C)C4)no1 (stereo not drawn),-1.5%,-13.7
CC[C@@]12C(=O)N(c3ccccc3)C(=O)N1[C@H](c1cccc(C)c1)[C@@H]1C(=O)N(Cc3ccccc3)C(=O)[C@@H]12,?,.
CCn1ncc(/C=N\NC(=O)c2ccc3c(c2)c(C)c(C)n3Cc2ccccc2)c1C,?,.
COC(=O)CSc1cc(C)nc(NC(C)=O)n1,3.9%,4.1
C/C(=N\NC(=O)c1cc(C)oc1C)c1ccc(C)c([N+](=O)[O-])c1,?,.
COc1ccccc1/C=C(/C(=O)OCC(=O)NCc1ccccc1)c1ccccc1,?,.
c1ccc(CCNc2ccnc3cc4ccccc4cc23)cc1,?,.
CN(CC(=O)Nc1ccccc1Cl)C(=O)CSc1nncs1,14.5%,.
CC(C)N=c1c([N+](=O)[O-])nn(C)n1O,?,.
Cc1cccc(-c2nc(C#N)c(NC3CCCCC3)o2)c1,8.3%,-23.6
COc1ccc(NC(=O)COc2cccc3c2CCN(Cc2cccnc2)C3=O)c(OC)c1,?,.
Cc1cc([N+](=O)[O-])nn1Cc1ccc(C(=O)N/N=C/c2ccc(F)cc2)cc1,?,.
O=C(CS(=O)(=O)c1c[nH]c2ccccc12)N1CCCc2ccccc21,?,.
Cc1cc(C(=S)N2CCOCC2)c(C)n1-c1ccc(F)cc1,-1.2%,5.3
Cc1cc(C=O)c(C)n1-c1ccc(N2CCCCC2)c([N+](=O)[O-])c1,?,.
CCOc1ccc(NS(=O)(=O)c2cc(NC(=O)CCS(=O)(=O)c3ccc(C)cc3)ccc2OC)cc1,-12.0%,-5.7
O=C(COC(=O)CNC(=O)c1ccc(Cl)cc1Cl)NC(=O)NC1CCCCC1,?,.
O=C(C1CC1)N1CCc2cc(Br)cc(S(=O)(=O)NCc3ccccn3)c21,?,.
O=S(=O)(c1ccccc1)N1CCN(CC(O)COc2ccc3c(c2)CCC3)CC1 (stereo not drawn),?,.
CN1CCN(CC(O)COC(c2ccccc2)c2ccccc2)CC1 (stereo not drawn),?,.
Cc1nnc(NC(=O)CC23CC4CC(CC(C4)C2)C3)s1,10.1%,-5.2
